influenza NS1A: NS1A inhibition, H1N1 influenza, cell based functional assay (AID 504329); one-dose inhibition, % at 12.5 µM; IC50 in µM for titrated hits; NS1A functional cell-based assay, percent inhibition; higher % means a stronger effect; 340,000 tested, 0.3% active; in the data active = a potency from the dose series; inconclusive = inhibition above about 27% without an active follow-up result; also: strong numbers were not always called active
H37Rv inhibition: M. tuberculosis growth inhibition, HTS (AID 449762). M. tuberculosis H37Rv growth inhibition, 7H9 media; higher % means a stronger effect. inhibition, % at 25 µM; hits with a dose series show IC50 in µM. 330,000 tested, 0.59% active; in the data active = a potency from the dose series; inconclusive = inhibition above about 70% without an active follow-up result;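 also: bacterial growth assessed after seven days of incubation; strong numbers were not always called active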
Salmonella PhoP GFP: Inhibition of PhoP regulon, Salmonella typhi GFP reporter cells, confirmation, 4 h (AID 1850). Salmonella Typhi PhoP-promoter GFP reporter, fluorescence, 4 h; higher % means a stronger effect. inhibition, % at 50 µM; hits with a dose series show IC50 in µM. 310,000 tested, 0.33% active; in the data active = a potency from the dose series; inconclusive = inhibition mostly from about 25% at the one dose, without a potency; inactive = the rest, 99 in 100 with inhibition below about 19%;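 also: 0% = induced wells with vehicle and 100% = uninduced wells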
VEEV TC-83 Vero: inhibitors of VEEV TC-83 cytopathic effect, confirmation, Vero cells (AID 588727); Vero cells, VEEV TC-83 cytopathic effect inhibition; higher % means a stronger effect; inhibition, % at 20 µM; hits with a dose series show IC50 in µM; 350,000 tested, 0.13% active; in the data active = a potency from the dose series; inconclusive = inhibition mostly from about 14% at the one dose, without a potency; inactive = the rest, 99 in 100 with inhibition below about 12%; also: strong numbers were not always called active
tuberculosis growth: growth inhibition of non-replicating M. tuberculosis (AID 488890) | 320,000 tested, 0.39% active | Mycobacterium tuberculosis non-replicating, growth inhibition; higher % means a stronger effect | one-dose inhibition, % at 25 µM; IC50 in µM for titrated hits; in the data active = a potency from the dose series; inconclusive = inhibition mostly from about 82% at the one dose, without a potency; inactive = the rest, 99 in 100 with inhibition below about 76%;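 also: plate controls were DMSO cells for no effect and high antibiotic wells for full effect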
VEEV TC-83 Vero 10K pilot screen: further read-out of VEEV TC-83 Vero, marked with its call; inhibition, %; measured here: 10K pilot screen inhibition
Starred values were filed as active, the others as inactive; i = inactive; ? = inconclusive; . = no result given. Rows are unselected (roughly 1.5% active in at least one column).

SMILES	influenza NS1A	H37Rv inhibition	Salmonella PhoP GFP	VEEV TC-83 Vero	tuberculosis growth	others
CC1=CC(=O)C=CC1(C)C(Cl)Cl (stereo unspecified)	-3%	-4%	-5%	0.9%	-8%
O=C(COC(=O)c1ccc(C(F)(F)F)cc1)Nc1cccc(S(=O)(=O)N2CCCCC2)c1	13%	-5%	.	0.1%	32%
COc1ccc(OCC(=O)N/N=C2\CCCc3ccccc32)cc1	1%	3%	-5%	2.6%	34%
CCc1ccccc1N(C)C(=O)CCc1nc(-c2ccc(C)cc2)no1	5%	3%	3%	7.0%	38%
Cc1ccc(NC(=O)[C@@H]2CCCN2S(=O)(=O)c2ccc(Cl)cc2)cc1	5%	-3%	.	0.4%	25%
Cn1c(-c2ccc3c(c2)OCO3)cnc1NCc1cccc(O)c1	6%	-12%	8%	1.1%	19%
Cc1onc(-c2ccccc2)c1C(=O)NNC(=O)c1ccccc1	-2%	-5%	.	1.7%	7%
O=C(O)c1ccc(Cn2cc(Cl)cn2)cc1	-4%	0%	4%	0.8%	-4%
O=C(c1cc([N+](=O)[O-])ccc1N1CCCCC1)N1CCCC1	-7%	6%	-2%	i	0%
O=C1CSC(c2cccc([N+](=O)[O-])c2)N1C1CC2CCC1C2 (stereo unspecified)	5%	5%	8%	1.8%	17%
COc1ccc(S(=O)(=O)NCCOc2cccc3cccnc23)cc1OC	-22%	.	.	0.4%	.
Cc1nc(N2CCN(Cc3ccccc3)CC2)nc2c1CCC2	10%	5%	-11%	i	3%
COc1ccc2[nH]c(C(=O)N3CCC(Cc4ccccc4)CC3)cc2c1	4%	5%	2%	1.2%	8%
CCS(=O)(=O)n1nc(-c2ccc(C)cc2)nc1N	13%	-1%	1%	1.0%	-4%
CC(=O)OCC(=O)C1(O)CCC2C3CCC4=CC(=O)CCC4(C)C3(F)C(O)CC21C (stereo unspecified)	-4%	.	.	2.1%	.
CCOC(=O)c1nn(-c2ccc3c(c2)CCN3C(C)=O)cc1O	-1%	-22%	-11%	0.1%	-13%
CC1CC(C)CN(S(=O)(=O)c2ccc(Cl)cc2)C1 (stereo unspecified)	-3%	5%	-6%	1.2%	26%
O=C(c1cc(C2CC2)on1)N1CCN(c2ccccc2)CC1	-2%	6%	0%	0.1%	12%
CC(OC(=O)C1CCCC1)C(=O)Nc1ccc(S(N)(=O)=O)cc1 (stereo unspecified)	10%	1%	-6%	5.0%	-8%
COC(=O)c1ccc(C23CC4(C2)[C@H](CN(CC2CCCCC2)[C@@H]4c2ccccc2)C3c2ccc(Cl)nc2)cc1 (stereo partly specified)	-13%	61%	6%	i	49%
COc1cc(C(=S)N(C)C)ccc1O	-2%	2%	11%	0.3%	14%
O=C(CSc1nc2[nH]ncc2c(=O)n1-c1ccc(Cl)c(Cl)c1)NCc1ccccc1Cl	-4%	65%	-4%	4.9%	40%
COCCn1cc(C(=O)N2CCCC(C)C2)c2c3ccccc3n(C)c2c1=O (stereo unspecified)	4%	1%	-3%	i	0%
COC(=O)C1=C(c2ccc(F)cc2OCc2ccccc2)C[C@@H]2CC[C@H]1N2C(=O)NCc1ccc(OC)cc1	6%	-10%	.	4.7%	27%

An excerpt from above in order of heavy-atom count, low to high.
SMILES	influenza NS1A	H37Rv inhibition	Salmonella PhoP GFP	VEEV TC-83 Vero	tuberculosis growth	others
COc1cc(C(=S)N(C)C)ccc1O	-2%	2%	11%	0.3%	14%
O=C(c1cc([N+](=O)[O-])ccc1N1CCCCC1)N1CCCC1	-7%	6%	-2%	i	0%
CC(OC(=O)C1CCCC1)C(=O)Nc1ccc(S(N)(=O)=O)cc1 (stereo unspecified)	10%	1%	-6%	5.0%	-8%
COc1ccc(OCC(=O)N/N=C2\CCCc3ccccc32)cc1	1%	3%	-5%	2.6%	34%
Cc1ccc(NC(=O)[C@@H]2CCCN2S(=O)(=O)c2ccc(Cl)cc2)cc1	5%	-3%	.	0.4%	25%
CC(=O)OCC(=O)C1(O)CCC2C3CCC4=CC(=O)CCC4(C)C3(F)C(O)CC21C (stereo unspecified)	-4%	.	.	2.1%	.

More entries follow:
SMILES	influenza NS1A	H37Rv inhibition	Salmonella PhoP GFP	VEEV TC-83 Vero	tuberculosis growth	others
O=c1c2ccccc2ncn1Cc1nc2ccccc2s1	0%	1%	-16%	7.5%	5%
CCOC(=O)CC1C(=O)NCCN1c1nc2ccc(C)cn2c(=O)c1/C=C1\SC(=S)N(C(C)CC)C1=O (stereo unspecified)	.	-9%	-37%	.	47%
O=C(Nc1ccc(C(F)(F)F)cc1)c1cccc(-n2cnnn2)c1	-3%	-8%	.	4.8%	14%
Cc1ccc(CNC(=O)Cc2cn(C)c3ccccc23)cc1	-1%	-1%	-17%	1.1%	-14%
O=C(NCc1ccccc1)C1CCC(=O)N(CCN2CCOCC2)C1 (stereo unspecified)	4%	2%	8%	0.3%	-6%
COc1cc(OC)cc(C(=O)Nn2cc(C(=O)Nc3ccccc3F)c3ccccc3c2=O)c1	25%	0%	-6%	5.6%	11%
CCOC(=O)c1sc(NC(=O)C2CCCCC2)nc1C	5%	14%	5%	4.3%	31%
CC(C)(O)C#CC#CCN1CCOCC1	-3%	4%	-9%	i	-17%
CCCCCCCOc1ccc(OC(=O)c2ccncc2)cc1	3%	?	5%	i	75%
O=C(c1ccc2c(c1)OCO2)N1CCc2ccccc2C1	3%	-2%	-16%	1.2%	8%
COCCCn1c(SCC(=O)N2CCCC(C)C2)nnc1-c1ccco1 (stereo unspecified)	1%	0%	-5%	3.6%	17%
O=C(Cn1nc(Cc2cccnc2)c2ccccc2c1=O)NCCCN1CCCC1=O	-2%	-4%	8%	0.4%	-11%
Cc1nn(-c2ccc(C(=O)O)cc2)c(C)c1Cl	4%	-3%	1%	1.0%	-15%
O=C(CCC1CCCC1)Nc1nnc(-c2ccc3c(c2)OCO3)s1	-5%	3%	-5%	0.7%	-13%
Cc1[nH]c(C)c(S(=O)(=O)NCc2ccc(F)cc2)c1C(=O)N1CCCCC1	-2%	-7%	-2%	1.7%	3%
COC(=O)c1ccc(CO/N=C/c2ccccc2OC)cc1	-16%	54%	-4%	0.5%	32%
C=CCOC(=O)/C(=C\c1ccccc1)NC(=O)c1ccco1	1%	-5%	-5%	2.0%	-13%
Cc1cc(C)n(CC(C)NCc2cn[nH]c2-c2ccc(C)c(C)c2)n1 (stereo unspecified)	9%	-1%	0%	0.1%	28%
O=C1C=C(N2CCOCC2)c2ccccc2C1=O	-1%	-7%	3%	i	26%
Cc1cc(=O)[nH]c(SCC(=O)c2ccccc2)c1C#N	-7%	19%	-5%	1.3%	-2%	VEEV TC-83 Vero 10K pilot screen=6.0
CC(CNC(=O)CN1C(=O)CCSc2ccccc21)c1ccccc1 (stereo unspecified)	-26%	-2%	0%	0.9%	-14%
Cc1ccc(CNC(=O)C2CC(=O)N(C3CCCCCC3)C2)cc1 (stereo unspecified)	-3%	0%	3%	0.7%	-2%
O=C(c1ccc(NS(=O)(=O)c2cccc([N+](=O)[O-])c2)cc1)N1CCCCCC1	-6%	17%	7%	1.9%	10%
Cc1ccc2oc(-c3ccc(C)c(NC(=O)Cc4cccs4)c3)nc2c1	-4%	-1%	-3%	2.9%	-6%
CCc1cccc(NC(=O)CCNS(=O)(=O)c2cc(Br)cnc2N)c1	6%	7%	17%	2.9%	-1%
O=C(Cc1ccc([N+](=O)[O-])cc1)NC(C(=O)O)C(O)c1cccc([N+](=O)[O-])c1 (stereo unspecified)	-8%	-2%	-4%	0.7%	-4%
Cc1cc(OCCCCN2C(=O)NC(C)(C)C2=O)cc(C)c1Cl	-6%	12%	4%	i	6%
Cc1nn(-c2cc(N3CCCCC3)ccc2N)c(=O)c2ccccc12	3%	.	-7%	2.9%	.
CSc1nc(C)c(CCOC(=O)c2ccccc2)c(=O)[nH]1	4%	1%	1%	5.8%	-12%
CCn1c(SCC(=O)Nc2ccc3c(c2)OCCO3)nnc1-c1ccccn1	0%	-8%	-13%	3.8%	47%
Cc1c(NC(=O)c2csc3c2CCCC3)c(=O)n(-c2ccccc2)n1C	-9%	7%	2%	2.5%	17%
Cc1ccc2c(CC(=O)NNC(=O)c3ccncc3)coc2c1	-8%	-7%	-13%	0.3%	62%
CCc1cccc(Nc2c3c(nc4ncnn24)CCC3)c1	-6%	-7%	-3%	1.1%	22%
O=C(CCC1CCN(Cc2ccc(C#CCCO)cc2)CC1)NC1CC1	-6%	-1%	-6%	i	-11%
Cc1cccn2c(=O)nc(SCC(=O)N3CCCCCC3)nc12	-6%	-8%	2%	0.9%	-17%
COc1cccc(C(=O)/C=C/Nc2ccc(S(=O)(=O)Nc3cnc4ccccc4n3)cc2)c1	-10%	68%	12%	5.0%	71%

In the list so far, these contain a COOH group.
SMILES	influenza NS1A	H37Rv inhibition	Salmonella PhoP GFP	VEEV TC-83 Vero	tuberculosis growth	others
O=C(O)c1ccc(Cn2cc(Cl)cn2)cc1	-4%	0%	4%	0.8%	-4%
Cc1nn(-c2ccc(C(=O)O)cc2)c(C)c1Cl	4%	-3%	1%	1.0%	-15%
O=C(Cc1ccc([N+](=O)[O-])cc1)NC(C(=O)O)C(O)c1cccc([N+](=O)[O-])c1 (stereo unspecified)	-8%	-2%	-4%	0.7%	-4%

Going on with the list:
SMILES	influenza NS1A	H37Rv inhibition	Salmonella PhoP GFP	VEEV TC-83 Vero	tuberculosis growth	others
COc1cc(C(=O)Oc2cc(C)cc(C)c2)cc(OC)c1OC	-23%	?	3%	6.8%	39%
COc1ccc(NC(=O)CSc2nc(N)cc(N)n2)cc1S(=O)(=O)N1CCCCC1	-2%	-4%	.	0.5%	9%
CC(NCCc1ccc(O)cc1)C(O)c1ccc(O)cc1 (stereo unspecified)	0%	7%	-9%	2.2%	6%
Cc1ccccc1NC(=O)c1cccc(NC(=O)c2ccco2)c1	5%	2%	-1%	0.2%	1%
COc1cc(/C=N/NC(=S)NC(C)C)ccc1OCC(=O)Nc1c(C)cc(C)cc1C	2%	-4%	-9%	4.1%	-36%
Cc1cc(C)cc(NC(=O)CN2CCN(C(=O)C3CCCO3)CC2)c1 (stereo unspecified)	-3%	-19%	-4%	9.4%	-16%
Cc1ccc2nc(-c3cccnc3)c(NC3CCCC3)n2c1	2%	-2%	-10%	0.5%	-3%
C=CCc1cccc2cc(C(=O)NC3CCCCC3)c(=O)oc12	0%	?	8%	7.1%	67%
O=C(c1cnn2c(C(F)F)cc(-c3ccccc3)nc12)N1CCN2CCCC2C1 (stereo unspecified)	-6%	1%	-2%	6.0%	-3%
O=C(Oc1cccc(C(=S)N2CCOCC2)c1)c1cc([N+](=O)[O-])cc([N+](=O)[O-])c1	5%	7%	-3%	i	34%
Cn1c(=NC(=O)c2ccccc2[N+](=O)[O-])sc2cccc(F)c21	-9%	-7%	1%	3.5%	3%
Cc1cc(C)c(C#N)c(N2CCCC(C(N)=O)C2)n1 (stereo unspecified)	-1%	-4%	-1%	i	-9%
COc1ccc(N(C(=O)CNC(=O)c2ccco2)C(C(=O)NC2CCCCC2)c2ccncc2)cc1 (stereo unspecified)	-4%	-1%	2%	i	-20%
COC(=O)COc1ccc(C(c2c(C)[nH][nH]c2=O)c2c(C)[nH][nH]c2=O)cc1	-1%	1%	1%	0.4%	20%
CCCCN(C)CCNC(=O)c1cc(-c2cccnc2)nc2ccc(S(=O)(=O)N3CCC(C)CC3)cc12	12%	19%	13%	?	78%
CCN(CC)c1ccc(-c2nc3cnccn3c2NC2CCCC2)cc1	-14%	?	-7%	7.5%	36%
COc1ccc(-c2nnsc2N2C(=O)c3ccccc3C2=O)cc1	.	2%	-9%	i	-14%
CCc1nc(N)nc(N)c1-c1ccc(NCCN)c([N+](=O)[O-])c1	11%	.	.	0.1%	.
CCOC(=O)c1c(-c2ccc(C)o2)csc1NC(=O)CN1CCC(C(N)=O)CC1	13%	9%	-20%	9.6%	18%
O=C(CCN1CCCC1Cc1ccccc1)c1ccc2c(c1)OCCO2 (stereo unspecified)	18%	60%	10%	i	?
CCc1ccc(NC(=O)c2cnn(-c3ccccc3)c2C)cc1	-4%	-2%	-6%	1.1%	-2%
Cc1ccc(S(=O)(=O)NCCc2ccncc2)cc1C	4%	-7%	1%	0.0%	-9%
CC(C)c1ccc(NC(=O)/C(C#N)=C/c2ccncc2)cc1	-8%	-14%	9%	?	5%
COC(=O)c1ccccc1NC(=O)c1ccc2c(c1)OCCCO2	-2%	20%	-7%	7.2%	30%
CCOc1ccc(-c2c(C(=O)N/N=C/c3ccc(OC)cc3)nnn2-c2nonc2N)cc1	21%	12%	-14%	1.1%	-15%
CC(=O)c1c(C)nn(C(=O)c2cccs2)c1C	29%	-11%	0%	0.9%	-21%

Assay outcomes as filed in PubChem BioAssay.
